Source: PubChem (several laboratories)
bCat nuc transl – beta-catenin nuclear translocation modulation | actives 0.3% (n = 190,000) | HeLa beta-catenin nuclear translocation, immunofluorescence imaging | AID 1665 | nuclear translocation activity, % at 5 µM;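 active = nuclear translocation activity above 50% at 5 µM, with a well cell count of 50 or more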;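 also: per-cell ratio of nuclear to cytoplasmic median beta-catenin stain intensity; plate controls were DMSO negative control for no effect and GSK-3 inhibitor IX positive control for full effect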
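assay system = human HeLa cells, endogenous beta-catenin | times = compound treatment 24 h, 37°C, 5% CO2 | detection = Anti-beta-catenin immunofluorescence on PFA-fixed, Triton-permeabilized cells, DAPI nuclei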
NOD1 inhibition – inhibition of NOD1-driven NF-kB reporter – cell-based, luminescence, uHTS, primary screen (AID 1578); NOD1-driven NF-kB luciferase reporter cells, luminescence; higher % means a stronger effect; inhibition, % at 4 µM, or EC50 in µM where a hit was titrated; actives 1% (n = 290,000); in the data active = inhibition mostly above about 36%, no sharp cut-off; inactive = mostly below about 34%;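 also: HEK-293T reporter cells stimulated with the NOD1 agonist gamma-tri-DAP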
M17LAP inhibition – P. falciparum M17LAP inhibitors, primary screen, biochemical, fluorogenic H-Leu-NHMec substrate, 1536-well (AID 1619) | inhibition, % at 30 µM; hits with a dose series show IC50 in µM | actives 0.38% (n = 220,000) | recombinant M17LAP, H-Leu-NHMec fluorogenic kinetic assay; higher % means a stronger effect;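 active = compound inhibiting the enzyme by more than half at any dose during confirmatory dose-response retesting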;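 also: plate controls were full reaction with DMSO carrier for no effect and no enzyme background for full effect; strong numbers were not always called active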
MT stabilizer – microtubule stabilization, imaging screen; HeLa tubulin immunostaining HCS, 24 h; share of cells brighter than vehicle mean+2SD; % tubulin-high responders, % at 10 µM; actives 0.83% (n = 200,000); AID 2205;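 active = plate Z-score above 3 for both tubulin-high and condensed-nucleus cell shares, with cell loss under 80%, at 10 µM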;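 also: anti alpha tubulin signal scored within the nucleus-defined area of each cell; some results filed as inactive read as strong as hits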
Dynein transport – dynein cargo transport inhibition. 3617.4 mouse cells, GR-EGFP nuclear translocation imaging; test concentration mostly 20 µM; stimulated with dexamethasone, 1 µM; hits give low values. z-score, hits read low. actives 0.47% (n = 220,000). AID 1381;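 active = plate z-score of nuclear minus cytoplasmic receptor signal below a set negative limit, without overly bright fluorescence or cell loss, cut at about -3.5 in these data, passing the limit was not always enough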;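 also: z-score of nuclear minus cytoplasmic ring GR-EGFP intensity difference per well; some compounds called inactive have numbers as strong as hits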
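Also added: dexamethasone, 1.0 µM final. Medium: tet-free, stripped-serum medium. Detection: fixed, Hoechst-stained cells imaged at 10x for EGFP. Read-out: nuclear-to-cytoplasmic GR-EGFP distribution per well. Times: induction 48 h, compound 1 h, agonist 30 min.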
Insulin prom up – MIN6 insulin promoter up-regulation. MIN6 insulin promoter-GFP reporter, high-content imaging; hits give high values. actives 0.3% (n = 190,000). z-score at 5 µM;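 active = z-score above 3 at 5 µM with at least 500 cells counted in the well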
Autophagy HCS – autophagy modulation, high-content screen; MEF GFP-LC3 puncta imaging; test concentration mostly 10 µM; calls only at 10 µM (by protocol); actives 0.98% (n = 190,000);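 active = percentage of spot-positive cells more than 3 SD above its plate mean, without a fluorescence outlier flag or 80% toxicity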;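 also: spot-positive cell cutoff set from DMSO-treated cells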
HEK293 NOD2/NF-kB – NOD2 signaling inhibitors, cell-based, luminescence, uHTS, HEK293 (AID 1566). inhibition, % at 4 µM, or EC50 in µM where a hit was titrated. actives 0.63% (n = 290,000). HEK293 NOD2/NF-kB luciferase reporter, luminescence; higher % means a stronger effect; in the data active = inhibition above about 50%; also: many of its hits are not listed in these tables
Yfh1-off respiration – mitochondrial function rescue without frataxin homolog – Friedreich's ataxia, plus single-dose screen, dose response (AID 1465); S. cerevisiae Yfh1-off respiration, WST-1 reduction, 72 h; higher fold induction means a stronger effect; actives 0.074% (n = 220,000); fold induction at 50 µM; hits with a dose series show EC50 in µM;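 active = fold induction of absorbance versus untreated yeast above a set limit, then at least 30% activation at any dose in follow-up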;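 also: activators that raise dye reduction in frataxin-depleted yeast; strong numbers were not always called active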
Dynein transport cytoplasmic EGFP – recorded beside Dynein transport, whose call it bears; z-score; measured here: cytoplasmic GR-EGFP intensity; hits give high values
Dynein transport nuclear GR-EGFP – further read-out of Dynein transport, marked with its call; z-score; measured here: nuclear GR-EGFP intensity;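 lower value marks the stronger effect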
Dynein transport cell count – second read-out of Dynein transport, no call of its own (marks repeat the call); z-score; measured here: cell count per field
Insulin prom up cell count – recorded beside Insulin prom up, whose call it bears; cell count; measured here: cytotoxicity, nuclei count;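 total cells summed across four imaged fields per well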
bCat nuc transl cell count 5 µM – second read-out of bCat nuc transl, no call of its own (marks repeat the call); cell count; measured here: cell count, cytotoxicity flag
MT stabilizer Hoechst-high % – recorded beside MT stabilizer, whose call it bears; % Hoechst-high responders; measured here: nuclear condensation Hoechst responders;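 share of cells brighter than vehicle mean plus two SD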
MT stabilizer cytotoxicity % – further read-out of MT stabilizer, marked with its call; toxicity, %; measured here: cytotoxicity by cell density;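 0% = mean cell density of plate MIN control wells and 100% = no cells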
Autophagy HCS cell loss 18 h – recorded beside Autophagy HCS, whose call it bears; toxicity, %; measured here: cell loss, nuclei count;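 cell loss after 18 h compound exposure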
An asterisk follows results filed as active. A portion of the library; rates above refer to the full screens.

Results for CCOC(=O)N1CCN(C(=O)c2noc(C(C)C)c2[N+](=O)[O-])CC1 ?
bCat nuc transl: 6.1; NOD1 inhibition: 3.0%; M17LAP inhibition: 6.7%; MT stabilizer: 2.9; Dynein transport: 0.518; Insulin prom up: 0.27; Autophagy HCS: inactive; HEK293 NOD2/NF-kB: 10.9%; Yfh1-off respiration: inactive; Dynein transport cytoplasmic EGFP: -0.151; Dynein transport nuclear GR-EGFP: 1.09; Dynein transport cell count: -0.83; Insulin prom up cell count: 1135; bCat nuc transl cell count 5 µM: 423; MT stabilizer Hoechst-high %: 1.0; MT stabilizer cytotoxicity %: 7.7; Autophagy HCS cell loss 18 h: 9.4

Results for Cn1c(=O)c2c(SCC(=O)Nc3nccs3)nc(C3CC3)nc2n(C)c1=O ?
bCat nuc transl: -0.6; NOD1 inhibition: -0.1%; M17LAP inhibition: 1.1%; Dynein transport: 2.71; HEK293 NOD2/NF-kB: 12.4%; Yfh1-off respiration: inactive; Dynein transport cytoplasmic EGFP: 0.00334; Dynein transport nuclear GR-EGFP: 2.91; Dynein transport cell count: -3.33; bCat nuc transl cell count 5 µM: 1347

How did COc1ccc(C(=O)N=c2sc3ccccc3n2C)cc1OC do in these assays?
bCat nuc transl: -0.3; NOD1 inhibition: -28.4%; M17LAP inhibition: 19.4%; MT stabilizer: 1.9; Dynein transport: -0.51; Insulin prom up: -1.18; Autophagy HCS: inactive; HEK293 NOD2/NF-kB: -35.1%; Yfh1-off respiration: inactive; Dynein transport cytoplasmic EGFP: -0.202; Dynein transport nuclear GR-EGFP: -0.646; Dynein transport cell count: 0.663; Insulin prom up cell count: 1316; bCat nuc transl cell count 5 µM: 1475; MT stabilizer Hoechst-high %: 1.3; MT stabilizer cytotoxicity %: 3.8; Autophagy HCS cell loss 18 h: 10.0

Results for N#Cc1cc2c(nc1Cl)CCCC2 ?
bCat nuc transl: 2.2; NOD1 inhibition: 29.9%; M17LAP inhibition: 12.6%; MT stabilizer: 5.1; Dynein transport: 2.62; Insulin prom up: -0.01; Autophagy HCS: inactive; HEK293 NOD2/NF-kB: -12.4%; Yfh1-off respiration: inactive; Dynein transport cytoplasmic EGFP: -0.0752; Dynein transport nuclear GR-EGFP: 0.827; Dynein transport cell count: -1.9; Insulin prom up cell count: 1206; bCat nuc transl cell count 5 µM: 933; MT stabilizer Hoechst-high %: 4.6; MT stabilizer cytotoxicity %: 7.7; Autophagy HCS cell loss 18 h: -5.5

Results for CC1(C(=O)OCC(=O)Nc2cccc(S(=O)(=O)NC3=NCCCCC3)c2)CC1(Cl)Cl (stereo not given) ?
bCat nuc transl: -1.0; NOD1 inhibition: -29.9%; M17LAP inhibition: 4.2%; MT stabilizer: 2.7; Dynein transport: 0.546; Insulin prom up: -0.22; Autophagy HCS: inactive; HEK293 NOD2/NF-kB: 5.5%; Yfh1-off respiration: inactive; Dynein transport cytoplasmic EGFP: -0.247; Dynein transport nuclear GR-EGFP: 0.684; Dynein transport cell count: 0.0599; Insulin prom up cell count: 1360; bCat nuc transl cell count 5 µM: 1109; MT stabilizer Hoechst-high %: 1.9; MT stabilizer cytotoxicity %: 4.6; Autophagy HCS cell loss 18 h: 8.3

Results for Cc1cc(Cl)ccc1Oc1nc(-c2ccc(F)cc2)ccc1C#N ?
bCat nuc transl: -2.1; M17LAP inhibition: 4.8%; MT stabilizer: 4.1; Dynein transport: 0.137; Insulin prom up: 0.2; Autophagy HCS: inactive; HEK293 NOD2/NF-kB: -1.1%; Yfh1-off respiration: inactive; Dynein transport cytoplasmic EGFP: -0.228; Dynein transport nuclear GR-EGFP: 0.769; Dynein transport cell count: 0.627; Insulin prom up cell count: 1321; bCat nuc transl cell count 5 µM: 1370; MT stabilizer Hoechst-high %: 3.3; MT stabilizer cytotoxicity %: 0.5; Autophagy HCS cell loss 18 h: -24.9

How did Cc1cc(=O)[nH]c(-c2cccs2)n1 do in these assays?
bCat nuc transl: -0.7; NOD1 inhibition: -9.6%; M17LAP inhibition: -0.8%; Dynein transport: -0.325; Insulin prom up: 0.2; HEK293 NOD2/NF-kB: 9.8%; Yfh1-off respiration: inactive; Dynein transport cytoplasmic EGFP: -0.249; Dynein transport nuclear GR-EGFP: -0.185; Dynein transport cell count: -0.176; Insulin prom up cell count: 1254; bCat nuc transl cell count 5 µM: 1327

How did C=CCN1C(=O)CS/C1=N/c1nccs1 do in these assays?
bCat nuc transl: -0.5; M17LAP inhibition: 8.0%; MT stabilizer: 2.8; Dynein transport: 2.12; Insulin prom up: 0.89; Autophagy HCS: inactive; HEK293 NOD2/NF-kB: 8.2%; Yfh1-off respiration: inactive; Dynein transport cytoplasmic EGFP: 0.256; Dynein transport nuclear GR-EGFP: 1.29; Dynein transport cell count: -0.828; Insulin prom up cell count: 1872; bCat nuc transl cell count 5 µM: 1054; MT stabilizer Hoechst-high %: 1.0; MT stabilizer cytotoxicity %: 5.3; Autophagy HCS cell loss 18 h: 2.3

Results for c1ccc(CSc2nnc3ccc(-c4ccncc4)nn23)nc1 ?
bCat nuc transl: 0.9; NOD1 inhibition: -47.5%; M17LAP inhibition: 22.1%; MT stabilizer: 1.9; Dynein transport: -0.119; Insulin prom up: 0.01; Autophagy HCS: inactive; HEK293 NOD2/NF-kB: 1.5%; Yfh1-off respiration: inactive; Dynein transport cytoplasmic EGFP: -0.278; Dynein transport nuclear GR-EGFP: -0.371; Dynein transport cell count: -0.316; Insulin prom up cell count: 1222; bCat nuc transl cell count 5 µM: 1059; MT stabilizer Hoechst-high %: 1.5; MT stabilizer cytotoxicity %: 9.2; Autophagy HCS cell loss 18 h: 10.2

How did CCCCC(=O)NC(=S)NNC(=O)c1ccc(Cl)cc1Cl do in these assays?
bCat nuc transl: -3.8; NOD1 inhibition: -19.7%; M17LAP inhibition: -2.3%; MT stabilizer: 3.5; Dynein transport: -0.471; Insulin prom up: -0.58; Autophagy HCS: inactive; HEK293 NOD2/NF-kB: 4.3%; Yfh1-off respiration: inactive; Dynein transport cytoplasmic EGFP: -0.105; Dynein transport nuclear GR-EGFP: 0.421; Dynein transport cell count: 0.812; Insulin prom up cell count: 1599; bCat nuc transl cell count 5 µM: 1045; MT stabilizer Hoechst-high %: 2.5; MT stabilizer cytotoxicity %: 3.0; Autophagy HCS cell loss 18 h: 18.4

What do the screens show for `O=C(Nc1cccc(Cl)c1)Nc1ccnc(-c2cccnc2)n1`?
bCat nuc transl: 1.7; NOD1 inhibition: 6.1%; M17LAP inhibition: -1.9%; MT stabilizer: 2.6; Dynein transport: 0.266; Insulin prom up: -1.6; Autophagy HCS: inactive; HEK293 NOD2/NF-kB: 2.8%; Yfh1-off respiration: inactive; Dynein transport cytoplasmic EGFP: -0.343; Dynein transport nuclear GR-EGFP: 0.0192; Dynein transport cell count: 0.129; Insulin prom up cell count: 1105; bCat nuc transl cell count 5 µM: 1453; MT stabilizer Hoechst-high %: 1.6; MT stabilizer cytotoxicity %: 6.4; Autophagy HCS cell loss 18 h: 4.0

How did O=S(=O)(NCC(c1cccnc1)N1CCOCC1)c1ccc(Cl)cc1 (stereo not given) do in these assays?
bCat nuc transl: 1.2; NOD1 inhibition: -20.5%; M17LAP inhibition: -3.3%; MT stabilizer: 3.5; Dynein transport: -0.105; Autophagy HCS: inactive; HEK293 NOD2/NF-kB: 3.6%; Yfh1-off respiration: inactive; Dynein transport cytoplasmic EGFP: -0.289; Dynein transport nuclear GR-EGFP: -0.0162; Dynein transport cell count: 0.617; bCat nuc transl cell count 5 µM: 1047; MT stabilizer Hoechst-high %: 1.7; MT stabilizer cytotoxicity %: 6.6; Autophagy HCS cell loss 18 h: 17.3

Quoted at random: 2 compounds from above.
Results for c1ccc(CSc2nnc3ccc(-c4ccncc4)nn23)nc1 ?
bCat nuc transl: 0.9; NOD1 inhibition: -47.5%; M17LAP inhibition: 22.1%; MT stabilizer: 1.9; Dynein transport: -0.119; Insulin prom up: 0.01; Autophagy HCS: inactive; HEK293 NOD2/NF-kB: 1.5%; Yfh1-off respiration: inactive; Dynein transport cytoplasmic EGFP: -0.278; Dynein transport nuclear GR-EGFP: -0.371; Dynein transport cell count: -0.316; Insulin prom up cell count: 1222; bCat nuc transl cell count 5 µM: 1059; MT stabilizer Hoechst-high %: 1.5; MT stabilizer cytotoxicity %: 9.2; Autophagy HCS cell loss 18 h: 10.2

What do the screens show for `O=C(Nc1cccc(Cl)c1)Nc1ccnc(-c2cccnc2)n1`?
bCat nuc transl: 1.7; NOD1 inhibition: 6.1%; M17LAP inhibition: -1.9%; MT stabilizer: 2.6; Dynein transport: 0.266; Insulin prom up: -1.6; Autophagy HCS: inactive; HEK293 NOD2/NF-kB: 2.8%; Yfh1-off respiration: inactive; Dynein transport cytoplasmic EGFP: -0.343; Dynein transport nuclear GR-EGFP: 0.0192; Dynein transport cell count: 0.129; Insulin prom up cell count: 1105; bCat nuc transl cell count 5 µM: 1453; MT stabilizer Hoechst-high %: 1.6; MT stabilizer cytotoxicity %: 6.4; Autophagy HCS cell loss 18 h: 4.0
